Screening data as filed in PubChem BioAssay.
CAL PDZ FP-1 – human CAL PDZ-peptide interaction inhibition; purified CAL PDZ, TMR-peptide fluorescence polarization, 1 h; inhibition, % at 20 µM; actives 0.02% (n = 330,000); AID 504414;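 active = highest replicate inhibition of at least 40%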;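 also: plate controls were DMSO neutral control wells for no effect and unlabeled competitor peptide control wells for full effect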
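Material: tagged CAL PDZ protein CerCALP, purified; buffer or medium: sodium phosphate/NaCl buffer pH 7.4 with TCEP, IgG, Thesit; also added: fluorescent TMR peptide probe; schedule: 1 h incubation at room temperature before polarization reading; technique: fluorescence polarization from S- and P-plane intensities, G-factor corrected; control set: unlabelled peptide and DMSO controls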
RTF Ca sens act – increases calcium sensitivity of human cardiac regulated thin filaments | IANBD-labeled TnC RTF fluorescence at EC20 calcium; 0% EC20 calcium, 100% full calcium | activation, % at 7.2 µM | P19429+P45379 | actives 0.24% (n = 340,000) | AID 493008;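 active = activation above the mean over all tested compounds plus 3 SD, cut at about 30% in these data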;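 also: rise in fluorescence read as greater calcium sensitivity of cardiac thin filaments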
Keap1-Nrf2 PPI – inhibitors of human Keap1-Nrf2 protein-protein interaction; Q14145; AID 504523; inhibition, % at 9.4 µM; Keap1 Kelch-Nrf2 peptide fluorescence polarization, 1536-well; actives 0.15% (n = 340,000); in the data active = inhibition above about 12%; inconclusive = no clear call, values can overlap the other calls; inactive = below about 7.3%;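 also: human Keap1 Kelch domain with fluorescein labeled Nrf2 9mer peptide probe; 0% = neutral control wells and 100% = peptide positive control; higher means more block of Keap1 binding to Nrf2 peptide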
Target sequence (Q14145 whole entry, looked up, the tested form may be a part): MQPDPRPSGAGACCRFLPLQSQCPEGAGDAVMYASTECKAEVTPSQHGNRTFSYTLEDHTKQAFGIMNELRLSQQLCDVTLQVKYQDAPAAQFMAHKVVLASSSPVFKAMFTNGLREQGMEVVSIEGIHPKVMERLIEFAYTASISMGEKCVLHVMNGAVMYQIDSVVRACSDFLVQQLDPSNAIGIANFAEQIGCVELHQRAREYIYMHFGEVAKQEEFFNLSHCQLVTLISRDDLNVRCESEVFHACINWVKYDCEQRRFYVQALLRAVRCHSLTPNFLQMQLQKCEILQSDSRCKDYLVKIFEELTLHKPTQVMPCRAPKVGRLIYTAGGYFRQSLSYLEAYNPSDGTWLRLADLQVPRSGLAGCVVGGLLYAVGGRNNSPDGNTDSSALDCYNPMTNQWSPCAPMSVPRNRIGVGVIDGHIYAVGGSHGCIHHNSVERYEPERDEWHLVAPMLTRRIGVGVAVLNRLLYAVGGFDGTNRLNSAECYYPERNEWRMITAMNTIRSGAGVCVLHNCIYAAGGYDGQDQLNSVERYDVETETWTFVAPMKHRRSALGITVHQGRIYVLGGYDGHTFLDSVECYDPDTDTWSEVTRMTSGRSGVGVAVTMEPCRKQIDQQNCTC
DAGLB inhibitor – diacylglycerol lipase beta (human) inhibition; Q8NCG7; HEK293T DAGLB membrane lysate, EnzChek fluorogenic substrate; inhibition, % at 5.17 µM; actives 0.059% (n = 340,000); in the data active = inhibition above about 34%;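 also: 0% = enzyme with vehicle and 100% = wells lacking enzyme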
CAL PDZ FP-2 – inhibitors of human CAL PDZ peptide binding. purified CAL PDZ, TMR-peptide fluorescence polarization, 1 h. actives 0.92% (n = 300,000). AID 602252. inhibition, % at 24.9 µM;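 active = mean inhibition of at least 30% with at least half of replicates also reaching 30%; inconclusive = no clear call, values can overlap the other calls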;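 also: 0% = DMSO neutral control and 100% = excess unlabeled competitor peptide PRC23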
PKA-R2B activ – activates the human PKA-R2B holoenzyme complex; P22694+P31323; PKA-R2B holoenzyme dissociation, Cy5-IP20 fluorescence polarization; R2B truncated from residue 108, S112A mutant; 0% DMSO only, 100% 113 µM cGMP; activation, % at 11.4 µM; actives 0.079% (n = 340,000);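 active = activation above a cutoff set at the mean over all compounds plus 3 SD, cut at about 18% in these data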;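 also: higher means more holoenzyme dissociation and a rise in polarization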
C-LANA FP – inhibitors of KSHV LANA C-terminal domain DNA binding. MBP-C-LANA/FAM-LBS DNA binding, fluorescence polarization. inhibition, % at 9 µM. actives 0.078% (n = 340,000);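 active = highest replicate inhibition at or above 60% at 9 µM, even if other replicates fall short; inactive = all replicates below 60% inhibition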;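 also: 0% = neutral control wells and 100% = 4 µM acridine orange control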
RTF Ca sens inh – cardiac RTF calcium desensitization; P19429+P45379; IANBD-labeled cardiac RTF, Ca2+ fluorescence; inhibition, % at 7.15 µM; actives 0.12% (n = 340,000); AID 493244;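 active = inhibition above the mean inhibition of all tested compounds plus 3 SD, cut at about 17% in these data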;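 also: assay run at fixed EC70 calcium of 1.6 mM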
SR-BI DiI-HDL act – SR-BI HDL lipid transfer activation; CHO ldlA[mSR-BI] cells, DiI-HDL uptake fluorescence, 3 h; 100 = double the neutral-control signal; actives 0.096% (n = 320,000); activation, % at 12.5 µM;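 active = mean replicate activation of at least 60% and every replicate at or above 60%; inconclusive = mean or all-replicate condition met, but not both; inactive = mean below 60% and not all replicates reaching 60%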;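 also: 0% = median plate neutral-control signal and 100% = twice that signal; values of inactives mirror those of a sister screen read the other way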
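Assay system: CHO ldlA[mSR-BI] cells, LDL receptor-null, SR-BI overexpressing; medium: Ham's F12 with 0.5% BSA, HEPES 25 mM, pH 7.4; also added: DiI-HDL 10 µg/mL; timing: 3 h uptake period with compound, 37 °C; signal: DiI fluorescence, bottom read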
Rtt109 HAT inh – blocks Candida albicans Rtt109/Vps75 acetyltransferase activity. Q5AAJ8. purified Rtt109/Vps75, ThioGlo CoA-SH fluorescence, 4 h. inhibition, % at 34.9 µM. actives 0.16% (n = 330,000). AID 540336;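 active = inhibition of at least 50% in every replicate; inconclusive = best replicate reaches 50% inhibition but some replicates fall short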
Target sequence (Q5AAJ8 whole entry, looked up): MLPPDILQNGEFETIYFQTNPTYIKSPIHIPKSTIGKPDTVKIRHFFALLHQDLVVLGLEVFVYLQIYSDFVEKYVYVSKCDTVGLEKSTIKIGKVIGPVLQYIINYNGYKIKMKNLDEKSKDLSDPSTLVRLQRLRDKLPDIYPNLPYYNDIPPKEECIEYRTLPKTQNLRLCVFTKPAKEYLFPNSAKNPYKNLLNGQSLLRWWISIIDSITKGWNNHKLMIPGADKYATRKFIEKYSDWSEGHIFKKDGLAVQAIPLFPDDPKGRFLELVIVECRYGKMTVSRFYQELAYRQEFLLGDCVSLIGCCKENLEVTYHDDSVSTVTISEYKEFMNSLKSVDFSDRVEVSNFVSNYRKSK
An asterisk follows results filed as active; ? = inconclusive; . = not tested or not shown.

SMILES | CAL PDZ FP-1 | RTF Ca sens act | Keap1-Nrf2 PPI | DAGLB inhibitor | CAL PDZ FP-2 | PKA-R2B activ | C-LANA FP | RTF Ca sens inh | SR-BI DiI-HDL act | Rtt109 HAT inh
CCOc1ccc(N2C(=O)CC(N3CC(C)OC(C)C3)C2=O)cc1 (stereo not given) | 0.3 | 1 | 1 | -1 | -3 | 2 | -1.7 | 4 | 16 | -1
CCc1ccc(CNC(=O)c2ccc(OC3CCN(C(C)=O)CC3)c(OC)c2)nc1 | -0.5 | -1 | -1 | -2 | -7 | 4 | 1.0 | -5 | 41 | 5
O=C(NC(=S)N1CCN(c2ccc(F)cc2)CC1)c1cccs1 | -3.5 | 7 | -7 | -2 | -3 | 0 | -2.3 | -28 | 1 | 0
CCCCCOC(=O)C1=C(C)NC(=O)NC1c1ccc([N+](=O)[O-])cc1 (stereo not given) | 0.2 | 10 | ? | -1 | . | 4 | -1.0 | 3 | 47 | 5
COC(=O)c1c(-c2cc(OC)cc(OC)c2)sc2ccc(OC)cc12 | -0.9 | -7 | -2 | -8 | -3 | 4 | -0.5 | 0 | -12 | 5
O=C1OC(c2ccc(O)cc2)(c2ccccc2O)c2ccccc21 (stereo not given) | -0.9 | -8 | 1 | -1 | -5 | 2 | 30 | -1 | 8 | -7
COCCn1c(SCc2ccccc2Cl)nc2c1c(=O)[nH]c(=O)n2C | -1.8 | -2 | -2 | 1 | . | -7 | -1.1 | 0 | -7 | 1
O=C(NCc1ccccn1)C1Nc2ccc(OC(F)(F)F)cc2C2C=CCC12 (stereo not given) | 0.6 | -5 | 3 | 4 | -7 | 2 | 0.2 | -9 | -10 | -1
Fc1ccc(NC(=S)N/N=C/c2cccc(Br)c2)c(F)c1 | -0.5 | -3 | -3 | -6 | -4 | -4 | 0.6 | 0 | -11 | -1
COCCNC(=O)c1ccccc1NC(=O)c1ccc(OC)c(OC)c1 | -0.3 | 0 | -2 | 4 | -1 | 7 | 0.8 | -9 | -25 | 1
CC1=NN(C(C#N)c2ccc(F)cc2)C(c2ccccc2)C1 (stereo not given) | -0.7 | 5 | 1 | 2 | 0 | -2 | -1.0 | -5 | 14 | -2
O=C(CCCN=C1NS(=O)(=O)c2ccccc21)OCc1ccc(F)cc1 | -2.2 | 0 | -10 | -2 | -4 | -7 | 1.8 | -15 | 13 | 7
O=C(O)c1ccc(-n2c(=O)c3ccccc3c3ccccc3c2=O)cc1 | -0.9 | 4 | -12 | -1 | 3 | -5 | -0.1 | 1 | 13 | -8
Oc1ccc(NC(=S)Nc2ccc(O)cc2)cc1 | -3.0 | -2 | -4 | -1 | -2 | -4 | 2.4 | -6 | -1 | 2
COC(=O)CC1=C(C(=O)OC)C(c2cccs2)C(C#N)=C(N)O1 (stereo not given) | -1.2 | 8 | -1 | -1 | 3 | -2 | 5.1 | -15 | -2 | -2
CCOC(=O)c1[nH]c(C)c(C(=O)OCC(=O)N2CCc3ccccc32)c1C | -0.6 | 0 | 1 | 0 | . | 4 | 0.2 | -3 | -24 | 1
CS(=O)(=O)N(CC(=O)N1CCOCC1)c1cc(Cl)ccc1Cl | -0.6 | -5 | 1 | 1 | -9 | -5 | 2.2 | 3 | 17 | -3
C[C@@H]1COC(=O)[C@@H](Cc2ccc(F)cc2)C/C=C\C[C@H](CC(=O)N(CCO)Cc2ccccc2)C(=O)N1 | -0.1 | 2 | -2 | 0 | -2 | -2 | -1.4 | -4 | -13 | -11
CN1CCN(CCP(=O)(c2ccccc2)c2ccccc2)CC1 | -2.2 | -4 | -1 | 2 | 1 | 6 | -0.2 | -2 | 27 | -1
c1coc(-c2nn3c(-c4ccco4)nnc3s2)c1 | -1.6 | -1 | -4 | 1 | -4 | 1 | -0.3 | -1 | 11 | 4
N#CCSc1nnc(-c2ccccc2)c(-c2ccccc2)n1 | -2.0 | 2 | 1 | -2 | -2 | -11 | 1.2 | -3 | -3 | 9
N/C(=N\OC(=O)CSc1ccccc1)c1ccc([N+](=O)[O-])cc1 | -0.9 | -5 | 2 | -14 | -5 | 4 | 3.5 | -6 | 4 | 1
CCOC1=C/C(=C/c2c(N)n3nc(CC(=O)N4CCCCC4)sc3nc2=O)C=CC1=O | -2.1 | 2 | -12 | 0 | -2 | -5 | 16 | 4 | 14 | ?
Cc1cc(NC(=O)c2cccc(F)c2)ncc1NC(=O)c1ccco1 | 0.6 | 4 | -2 | 0 | 6 | -1 | 1.2 | 1 | 5 | 1
COc1ccccc1CN(C)C(=O)c1ccc2c(c1)NC(=O)CS2 | -1.8 | 0 | -1 | 2 | -1 | -6 | 2.0 | -2 | -20 | 3
O=C(NCc1cccs1)C1CCC(CNS(=O)(=O)c2cccs2)CC1 (stereo not given) | -0.9 | 4 | -2 | 0 | -3 | -1 | 1.8 | -1 | 6 | -11
O=S(=O)(Nc1ccccc1)c1cccc2nsnc12 | -2.5 | 2 | -6 | 0 | -4 | 0 | 0.8 | -13 | -13 | -2
COCCN1CCN(C(=O)C2CCC(=O)N(Cc3ccccc3OC)C2)CC1 (stereo not given) | -2.2 | 0 | -7 | 3 | 1 | 6 | -1.1 | 3 | . | ?
COc1cc(C2C(C#N)=C(N)Oc3cc(C)n(CCN4CCOCC4)c(=O)c32)cc(OC)c1OC (stereo not given) | -0.6 | 10 | -1 | 1 | -3 | -1 | 0.2 | 8 | 20 | 7
Cn1cc(CN2CCC(C(=O)N3CCCC3)CC2)c(-c2ccccc2F)n1 | -1.9 | -3 | -2 | 1 | -1 | -9 | 1.9 | 1 | -4 | -3
Cc1cc(Cl)ccc1OCCCC(=O)NCCN1C(=O)S/C(=C\c2cccnc2)C1=O | -1.1 | 5 | -6 | 0 | -9 | -3 | -1.8 | -17 | -1 | -1
Cc1ccc(-n2c(C)nn(CCOc3ccccc3)c2=O)cc1 | 0.5 | 4 | 1 | -7 | 2 | -7 | -0.3 | -7 | 3 | 24
Cc1ccccc1C(=O)c1c[nH]c(C(=O)NCC2CCCO2)c1 (stereo not given) | -0.1 | 1 | 3 | 0 | 0 | -3 | -0.4 | -7 | . | -6
CC(C)Oc1ccc(CC(=O)NNC(=S)Nc2ccc(Br)cc2)cc1 | -0.5 | 0 | 0 | -1 | . | 5 | -0.2 | -3 | 0 | -1
Cc1cc(C)c(S(=O)(=O)N2CCCC(C(=O)NCc3ccccn3)C2)c(C)c1 (stereo not given) | -3.1 | 0 | 2 | 3 | -3 | 1 | -2.6 | 3 | 5 | -1
CCOc1ccc(C(C)=O)cc1N1C(=O)C2C3C=CC(C3=C(C)C)C2C1=O (stereo not given) | . | 5 | 0 | 1 | -3 | 3 | 2.3 | -5 | -27 | -4
COc1ccc(NC(=S)NC(NC(=O)c2cccc(Cl)c2)C(Cl)(Cl)Cl)c([N+](=O)[O-])c1 (stereo not given) | -3.0 | 3 | -4 | 5 | -2 | -1 | -1.3 | 0 | -18 | .
COc1ccc(C2/C=C\CN(Cc3ccco3)CC(=O)N2Cc2ccc(F)cc2)cc1 (stereo not given) | -0.7 | -3 | -11 | -3 | -1 | -6 | 0.5 | -10 | -4 | -7
CCOC(=O)c1nn2c(C(F)(F)F)cc(-c3ccc(OC)cc3)nc2c1Br | -0.3 | 5 | -1 | 0 | . | -5 | 1.7 | -6 | -103 | 1
CCn1c(COc2ccccc2C)nnc1SCC(=O)N1CCCCC1 | 0.9 | -1 | -4 | 0 | -2 | -9 | -0.2 | -4 | 12 | -7
O=C(NCc1nc(-c2ccc(C(F)(F)F)cc2)no1)Nc1ccc(OC(F)(F)F)cc1 | 0.5 | . | -5 | . | . | . | -1.5 | . | 28 | 2
COc1cccc(Nc2nnc(SCc3cc([N+](=O)[O-])cc4c3OCOC4)s2)c1 | -0.1 | -7 | -4 | -1 | -2 | -11 | -1.0 | -6 | -58 | 16
CC(C)(C)N(Cc1ccccc1)C(=O)CCc1ccccc1 | -0.9 | -1 | 5 | -6 | 4 | 2 | -0.1 | -15 | -1 | 11
O=c1[nH]nc(SCc2nnc(-c3ccc([N+](=O)[O-])cc3)o2)n1C1CCCCC1 | -0.1 | -3 | -1 | 0 | -1 | 8 | 0.0 | -2 | 14 | -2
CC1(C)N([O-])C2=C(c3ccccc3C2=O)[N+](=O)C1(C)C | 0.4 | -4 | 2 | 3 | 3 | 0 | -1.4 | -17 | 7 | 16
CCOC(=O)c1ccc(N2C(=O)C=C(N3CCOCC3)C2=O)cc1 | -1.4 | -5 | -1 | 0 | -4 | -3 | 1.8 | -2 | 0 | 6
CCOc1ccc(-c2[nH]ncc2-c2ccc(Cl)cc2)c(O)c1 | 0.0 | 0 | -2 | -1 | -2 | -6 | 6.2 | -2 | -16 | 12
Cc1ccc(C(=O)N(CC(=O)Nc2ccc(Cl)c(Cl)c2)Cc2ccco2)cc1 | -0.8 | 7 | -3 | -6 | 5 | -10 | -0.3 | -7 | 10 | -6
C/C(=N\NC(=O)c1ccc(CN2CCOCC2)cc1)c1ccc(NC(=O)c2ccccc2)cc1 | -0.9 | 4 | -5 | 1 | -5 | 9 | -0.7 | -8 | -59 | -21
N#CC1=C(N)OC2=C(CC/C2=C\c2ccccc2Cl)C1c1ccccc1Cl (stereo not given) | -2.1 | 38* | -10 | -23 | -1 | 1 | 4.7 | -37 | -25 | 6
CC(Oc1cc2oc(=O)c3c(c2cc1Cl)CCC3)C(=O)NCCN1CCOCC1 (stereo not given) | -2.4 | -4 | -5 | 0 | -1 | -1 | -1.3 | -9 | -12 | -19
COc1ccc(NC(=O)NN2CCN(C)CC2)cc1 | 0.2 | 1 | -1 | -2 | -3 | -1 | -1.9 | -4 | 10 | -9
CN(CC1CCCN(CCc2cccc(C(F)(F)F)c2)C1)C(=O)c1cc2ccccc2o1 (stereo not given) | -1.2 | 4 | -3 | 0 | -10 | 1 | -1.9 | -8 | -19 | 0
CCCCOC(=O)Nc1cccc(C(C)=O)c1 | -0.4 | -3 | 0 | -2 | . | -12 | -1.2 | -2 | 0 | -1
CC(=O)NC1C(=O)Nc2c1cccc2C(F)(F)F (stereo not given) | -3.2 | -1 | -1 | -3 | . | -2 | -1.2 | -3 | 1 | -5

Record cards, as listed above. Order of values: CAL PDZ FP-1	RTF Ca sens act	Keap1-Nrf2 PPI	DAGLB inhibitor	CAL PDZ FP-2	PKA-R2B activ	C-LANA FP	RTF Ca sens inh	SR-BI DiI-HDL act	Rtt109 HAT inh
`COc1cccc(Nc2nnc(SCc3cc([N+](=O)[O-])cc4c3OCOC4)s2)c1` in the list: -0.1	-7	-4	-1	-2	-11	-1.0	-6	-58	16
`CC(=O)NC1C(=O)Nc2c1cccc2C(F)(F)F` (stereo not given) in the list: -3.2	-1	-1	-3	.	-2	-1.2	-3	1	-5

The order is random (roughly 1.6% active in at least one column).
